NSD2 inh: NSD2 (human) methyltransferase inhibition. O96028. NSD2 peptide methylation, AlphaScreen, 120 min. inhibition, % at 12.5 µM. hit rate 0.54% among 310,000; in the data active = inhibition above about 50%
Target sequence (O96028 whole entry, looked up): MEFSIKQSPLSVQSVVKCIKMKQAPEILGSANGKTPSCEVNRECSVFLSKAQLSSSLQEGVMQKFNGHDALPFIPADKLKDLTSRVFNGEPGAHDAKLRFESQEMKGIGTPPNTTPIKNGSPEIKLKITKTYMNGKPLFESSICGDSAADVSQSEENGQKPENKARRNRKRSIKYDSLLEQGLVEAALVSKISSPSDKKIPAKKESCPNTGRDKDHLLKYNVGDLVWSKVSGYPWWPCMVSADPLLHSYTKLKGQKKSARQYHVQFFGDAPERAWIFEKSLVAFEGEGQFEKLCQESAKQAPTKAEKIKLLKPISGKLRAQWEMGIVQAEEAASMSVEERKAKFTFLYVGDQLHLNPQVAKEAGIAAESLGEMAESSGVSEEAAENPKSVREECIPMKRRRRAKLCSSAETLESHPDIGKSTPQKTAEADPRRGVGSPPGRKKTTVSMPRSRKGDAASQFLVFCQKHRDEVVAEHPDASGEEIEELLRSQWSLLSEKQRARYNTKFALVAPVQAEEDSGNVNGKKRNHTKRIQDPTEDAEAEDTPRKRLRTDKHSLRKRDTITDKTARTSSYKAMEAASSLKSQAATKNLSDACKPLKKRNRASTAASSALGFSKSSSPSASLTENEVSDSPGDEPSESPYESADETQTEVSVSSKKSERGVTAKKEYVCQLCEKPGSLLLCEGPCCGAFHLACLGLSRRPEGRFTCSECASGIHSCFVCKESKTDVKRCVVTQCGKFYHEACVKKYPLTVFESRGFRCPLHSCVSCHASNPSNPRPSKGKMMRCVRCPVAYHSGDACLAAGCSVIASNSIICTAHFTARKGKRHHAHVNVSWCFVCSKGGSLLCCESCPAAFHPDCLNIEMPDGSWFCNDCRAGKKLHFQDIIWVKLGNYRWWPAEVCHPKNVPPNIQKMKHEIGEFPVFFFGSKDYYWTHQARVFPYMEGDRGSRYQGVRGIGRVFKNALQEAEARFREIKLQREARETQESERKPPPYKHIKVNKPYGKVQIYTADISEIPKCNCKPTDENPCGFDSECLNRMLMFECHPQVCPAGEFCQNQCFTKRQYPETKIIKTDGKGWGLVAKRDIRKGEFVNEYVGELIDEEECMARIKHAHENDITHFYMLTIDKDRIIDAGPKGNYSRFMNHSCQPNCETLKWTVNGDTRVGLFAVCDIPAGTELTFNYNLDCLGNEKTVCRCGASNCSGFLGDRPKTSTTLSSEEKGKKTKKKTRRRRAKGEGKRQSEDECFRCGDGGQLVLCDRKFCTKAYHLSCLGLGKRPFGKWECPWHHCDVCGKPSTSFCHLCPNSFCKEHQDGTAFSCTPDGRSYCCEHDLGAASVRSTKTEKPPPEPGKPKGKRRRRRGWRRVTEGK
dFosB activator: mouse delta FosB homodimer activation; hit rate 0.99% among 340,000; activation, % at 25 µM; purified delta FosB, TAMRA-CDK5 oligo fluorescence polarization; percent of positive-control signal above neutral wells;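 active = mean activation above about 17%, with every replicate also reaching it, limit read from the data, passing the limit was not always enough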;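 also: fluorescence polarization rise as delta FosB binds a TAMRA Cdk5 AP-1 oligo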
Mot1-301 SUMO: SUMOylation pathway inhibition by Mot1-301 growth rescue | growth rescue, % at 18.8 µM | S. cerevisiae Mot1-301 growth rescue, ATP luminescence, 38.5C; percent above DMSO median, 100 means doubled | hit rate 1% among 320,000;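 active = every valid replicate shows activation above 250% relative to neutral control wells; inactive = the rest, any valid replicate at or below 250%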;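 also: OY570 slx delta 5 strain wells were the positive control but not used for scaling; some compounds called inactive have numbers as strong as hits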
cardiac RTF act: increases calcium sensitivity of human cardiac regulated thin filaments; P19429+P45379; IANBD-labeled TnC RTF fluorescence at EC20 calcium; 0% EC20 calcium, 100% full calcium; activation, % at 7.2 µM; hit rate 0.24% among 340,000; AID 493008;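 active = activation above the mean over all tested compounds plus 3 SD, cut at about 30% in these data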;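 also: rise in fluorescence read as greater calcium sensitivity of cardiac thin filaments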
Rtt109 Vps75: blocks Candida albicans Rtt109/Vps75 acetyltransferase activity. purified Rtt109/Vps75, ThioGlo CoA-SH fluorescence, 4 h. inhibition, % at 34.9 µM. hit rate 0.16% among 330,000;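 active = inhibition of at least 50% in every replicate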
CDK5 p35 inh: CDK5/p35 (human) kinase inhibition. Q00535+Q15078. Recombinant CDK5/p35, ADP-Glo luminescence, 60 min. inhibition, % at 10 µM. hit rate 0.01% among 330,000. AID 488839;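 active = highest replicate inhibition of at least 50% and at least 75% of replicates reaching 50%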;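 also: plate controls were DMSO neutral control for no effect and GW8510 at 10 µM for full effect; many of its hits are not listed in these tables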
Cardiac RTF inh: cardiac RTF calcium desensitization | inhibition, % at 7.15 µM | hit rate 0.12% among 340,000 | IANBD-labeled cardiac RTF, Ca2+ fluorescence | AID 493244;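 active = inhibition above the mean inhibition of all tested compounds plus 3 SD, cut at about 17% in these data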;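 also: assay run at fixed EC70 calcium of 1.6 mM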
Keap1 Nrf2 FP: inhibitors of human Keap1-Nrf2 protein-protein interaction; Q14145; Keap1 Kelch-Nrf2 peptide fluorescence polarization, 1536-well; inhibition, % at 9.4 µM; hit rate 0.15% among 340,000; in the data active = inhibition above about 12%;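 also: human Keap1 Kelch domain with fluorescein labeled Nrf2 9mer peptide probe; 0% = neutral control wells and 100% = peptide positive control; higher means more block of Keap1 binding to Nrf2 peptide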
PfHsp90 set2: reduces growth (ATP signal) of yeast expressing P. falciparum Hsp90; S. cerevisiae expressing PfHsp90, BacTiter-Glo ATP, 48 h; yeast lacking PDR1 and PDR3 efflux regulators; inhibition, % at 9.4 µM; hit rate 0.32% among 310,000; AID 504621;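 active = every replicate shows inhibition above about 80%, whatever the replicate mean, limit read from the data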;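 also: 0% = DMSO neutral controls and 100% = 20 µM radicicol positive controls; yeast relying on Plasmodium falciparum Hsp90 in place of its own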
C-LANA FP: KSHV C-LANA DNA binding inhibition | hit rate 0.078% among 340,000 | MBP-C-LANA/FAM-LBS DNA binding, fluorescence polarization | inhibition, % at 9 µM;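 active = highest replicate inhibition at or above 60% at 9 µM, even if other replicates fall short; inactive = all replicates below 60% inhibition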;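 also: 0% = neutral control wells and 100% = 4 µM acridine orange control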
PvdQ acylase: blocks Pseudomonas aeruginosa PvdQ acylase activity | purified PvdQ acylase, fluorescence plate reader | inhibition, % at 10 µM | hit rate 0.063% among 340,000; in the data active = inhibition above about 30%, passing the limit was not always enough;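 also: 0% = vehicle neutral wells and 100% = reference inhibitor wells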
* hit, by the source's call; x = no result given. This is a random part of the collection (roughly 3.2% active in at least one column).

SMILES | NSD2 inh | dFosB activator | Mot1-301 SUMO | cardiac RTF act | Rtt109 Vps75 | CDK5 p35 inh | Cardiac RTF inh | Keap1 Nrf2 FP | PfHsp90 set2 | C-LANA FP | PvdQ acylase
O=C(COc1ccc(Br)cc1Cl)NC(=S)Nc1ccccn1 | -2 | 7 | -28 | -3 | 16 | 1.0 | -1 | 3 | -4 | -0.3 | 5
CCC1CCCCN1S(=O)(=O)c1ccc(NC(=O)c2nc(S(C)(=O)=O)ncc2Cl)cc1 (configuration not stated) | 2 | -6 | -30 | -1 | 6 | -2.6 | -5 | -9 | 3 | -0.4 | -14
CCOC(=O)c1cccc(NC(=O)CSc2nnc(C)n2Cc2ccccc2)c1 | 0 | -15 | 1 | 6 | -9 | 1.3 | -7 | -7 | 9 | 2.1 | -11
Cc1cc(NC(=O)COC(=O)c2ccc(C)c(C)c2)no1 | -1 | 4 | 22 | -5 | 4 | -0.2 | 0 | 0 | 11 | -0.8 | -11
Nc1cc(N)nc(SCc2cccc(F)c2)n1 | 0 | 7 | 36 | 0 | 1 | -0.4 | -4 | -7 | -4 | -1.1 | -11
CCOc1ccc(-c2nnn(CC(=O)c3cc(OC)ccc3OC)n2)cc1 | -3 | -1 | 1 | -2 | -12 | 0.4 | -2 | -6 | x | 0.8 | 6
CCc1nc(C)c(C#N)c2cc(OC)c(OC)cc12 | -2 | -14 | -22 | 6 | 2 | 0.4 | -10 | -2 | 1 | 0.4 | 4
CCOc1ccc(NS(=O)(=O)c2cc3c(cc2C)N(C)CCO3)cc1 | x | -1 | 22 | 7 | 5 | -1.9 | -4 | -7 | -17 | -1.0 | -2
CC1(C)C2CC=C(/C=N/NC(=O)C(N)=O)C1C2 (configuration not stated) | -1 | -1 | -14 | -2 | 3 | 2.2 | -3 | -1 | 2 | -0.7 | -17
Cc1cccc(-c2nnc(SCC(=O)C(C)(C)C)n2C)c1 | x | -11 | -3 | 4 | -6 | -0.4 | -6 | 0 | 30 | -1.9 | -14
CN(c1ccc(OCC(=O)N2CCN(c3ccc(F)cc3)CC2)cc1)S(=O)(=O)c1cccs1 | 1 | -5 | 16 | 5 | 3 | -1.2 | -1 | -1 | 3 | 0.5 | -2
Cc1ccc(Nc2nc3nonc3[nH]c2=O)cc1C | 3 | 6 | 631 | -10 | -8 | -1.5 | -5 | 3 | 5 | 0.9 | 1
FC(F)(F)c1cccc(-c2nc(COc3ccc(Cl)cc3Cl)no2)c1 | -9 | 0 | 3 | 19 | -1 | -7.8 | -1 | -4 | 4 | 1.0 | -9
Cc1ccc(S(=O)(=O)N2CCOCC2)cc1C(=O)OCC(=O)N1CCCCC1 | 1 | -6 | 101 | 0 | -1 | -2.1 | -9 | -1 | -3 | -1.2 | -13
Cc1ccc(C(=O)Nc2ccncc2)c(Cl)c1 | 0 | -4 | -3 | 0 | 4 | 1.4 | 0 | 0 | -7 | 0.8 | 4
COc1cc(C(=O)NCc2nnc(SCC(=O)c3ccccc3)o2)cc(OC)c1OC | 10 | -7 | 4 | -5 | 7 | 0.0 | -6 | -2 | -2 | 1.3 | 10
[O-]/[N+](=C\c1ccco1)c1ccc(Cl)cc1 | 1 | 2 | 35 | -2 | 16 | 0.3 | -4 | -5 | -1 | 0.8 | -13
O=c1cc(CO)oc2ccccc12 | x | 5 | -27 | -3 | -5 | 1.1 | 0 | 2 | -1 | 2.3 | -13
COc1cc(-c2cc3nc(C)c(C)c(=O)n3[nH]2)cc(OC)c1OC | -3 | 22* | 34 | 6 | x | -2.2 | -5 | -4 | -35 | 0.7 | -10
CCc1ccc(S(=O)(=O)N2CCN(Cc3ccco3)CC2)cc1 | 1 | 1 | 16 | -4 | 4 | -1.0 | -2 | 0 | 2 | -0.5 | -13
CCn1cc(C(=O)NC2CCCc3c2cnn3-c2cccc(C)c2C)cn1 (configuration not stated) | x | -8 | 3 | -1 | 0 | -4.5 | -6 | 0 | 23 | -1.3 | -17
O=C(c1ccoc1)N1CCC2(CC1)Oc1ccc(F)cc1C(=O)C21CC(c2cccnc2)=NO1 (configuration not stated) | x | -11 | 71 | -4 | 6 | 0.2 | -26 | -3 | -17 | -0.5 | -2
CC1=C(C(=O)OC2CCC(C)CC2)C(c2ccc(O)c([N+](=O)[O-])c2)NC(=O)N1 (configuration not stated) | 2 | -9 | -1 | 5 | -4 | -2.2 | -8 | -3 | 11 | -2.6 | -11
COCc1[nH]nc2c1C(c1ccc(F)cc1F)C(C#N)=C(N)O2 (configuration not stated) | -1 | -4 | 1 | 1 | 1 | -0.3 | -1 | -1 | x | 0.9 | 8

Entries listed so far with an aryl thioether with sulfur outside any ring (four):
SMILES | NSD2 inh | dFosB activator | Mot1-301 SUMO | cardiac RTF act | Rtt109 Vps75 | CDK5 p35 inh | Cardiac RTF inh | Keap1 Nrf2 FP | PfHsp90 set2 | C-LANA FP | PvdQ acylase
CCOC(=O)c1cccc(NC(=O)CSc2nnc(C)n2Cc2ccccc2)c1 | 0 | -15 | 1 | 6 | -9 | 1.3 | -7 | -7 | 9 | 2.1 | -11
Nc1cc(N)nc(SCc2cccc(F)c2)n1 | 0 | 7 | 36 | 0 | 1 | -0.4 | -4 | -7 | -4 | -1.1 | -11
Cc1cccc(-c2nnc(SCC(=O)C(C)(C)C)n2C)c1 | x | -11 | -3 | 4 | -6 | -0.4 | -6 | 0 | 30 | -1.9 | -14
COc1cc(C(=O)NCc2nnc(SCC(=O)c3ccccc3)o2)cc(OC)c1OC | 10 | -7 | 4 | -5 | 7 | 0.0 | -6 | -2 | -2 | 1.3 | 10

(further entries)
SMILES | NSD2 inh | dFosB activator | Mot1-301 SUMO | cardiac RTF act | Rtt109 Vps75 | CDK5 p35 inh | Cardiac RTF inh | Keap1 Nrf2 FP | PfHsp90 set2 | C-LANA FP | PvdQ acylase
COc1ccc(OC)c(NC(=O)C(C)N2c3cccc4cccc(c34)S2(=O)=O)c1 (configuration not stated) | 4 | -4 | 202 | -4 | -9 | -1.2 | -5 | 1 | 9 | -1.4 | -14
COC(=O)c1ccc(CSc2nnc(N)s2)cc1 | -1 | -6 | 9 | 3 | 3 | -0.3 | 0 | 4 | 14 | 1.1 | -11
Cc1cccc(NC(=S)N(CCN2CCOCC2)Cc2ccccc2F)c1 | -1 | -7 | 98 | -1 | -8 | 0.4 | -6 | -3 | 3 | 0.9 | 6
Nc1nonc1-c1nc2ccccc2n1CC(=O)Nc1ccccc1 | 3 | 33* | 233 | 3 | -6 | 1.8 | 3 | -5 | -35 | -0.9 | -10
O=C(Oc1ccc(/C=N/O)cc1)c1ccccc1Cl | 1 | -8 | 36 | -8 | x | -0.9 | -1 | -8 | 3 | -1.4 | 7
O=[N+]([O-])c1ccc(/C([O-])=C(/C(=S)NCc2ccco2)[n+]2ccccc2)cc1 | 1 | 0 | -1 | -8 | -1 | -0.2 | -2 | -3 | 10 | 0.6 | -13
Cc1nnsc1-c1c(C(=O)N2CCOCC2)c(C)nn1-c1ccccc1 | 15 | -13 | -31 | -6 | -9 | -0.2 | -3 | 4 | 2 | -0.3 | -14
O=C(CSc1nc(-c2ccco2)cc(C(F)(F)F)n1)NCCN1CCOCC1 | 1 | -1 | 5 | -1 | -1 | -1.1 | -5 | -6 | -8 | -0.1 | 2
N#CCCNC(=O)CCN1CCOCC1 | 3 | -2 | -15 | -2 | 3 | 0.9 | -8 | -1 | -27 | 0.5 | -16
Cc1ccc(NC2=CC(=O)CC(c3ccco3)C2)c(N)c1 (configuration not stated) | 1 | -8 | -6 | -4 | -3 | -0.5 | -8 | -2 | -12 | 1.1 | -1
CCc1nnc(NC(=O)CCC(=O)N2CCN(CCc3ccccc3)CC2)s1 | -4 | 2 | -8 | 4 | -1 | 0.5 | -4 | -1 | -10 | -0.5 | -12
Cc1cc(=O)[nH]c2nnc(-c3ccc(Cl)cc3)n12 | -2 | -4 | 2 | -2 | -1 | -0.5 | 0 | 2 | 14 | 2.1 | -5
Cc1ccc(-n2c(-c3ccc(Br)cc3)c[n+]3c2CCc2ccc4cccnc4c2-3)cc1 | 22 | 26* | 19 | 0 | 15 | 1.7 | -5 | -3 | -20 | -3.2 | -9
CC(=O)N1c2ccc(S(=O)(=O)N3CCCC3)cc2CC1C(=O)NCc1ccccc1F (configuration not stated) | 3 | -6 | 5 | -11 | -14 | -1.4 | 8 | 0 | 5 | 0.1 | 0
Cc1ccc(-c2nnc(C)c(N3CCCC3)n2)cc1 | 1 | -8 | 26 | 4 | -4 | -2.3 | -30 | -4 | 20 | 0.4 | -13
Cc1ccc(-c2csc(-c3ccncc3)n2)cc1 | -1 | -22 | 37 | 0 | 0 | -0.5 | -7 | -1 | -32 | -0.2 | -9
CCOC(=O)C(NC(=O)CC)(Nc1ccccc1OC)C(F)(F)F (configuration not stated) | -3 | -2 | 0 | -2 | 2 | 0.8 | 3 | -2 | -4 | 0.2 | -10
O=C(C[C@H]1C/C=C\CC[C@H](Cc2ccc(F)cc2)C(=O)O[C@@H](c2ccccc2)CNC1=O)N[C@H](CO)Cc1ccccc1 | x | 2 | 9 | 0 | 7 | 1.0 | -3 | 4 | 13 | -0.1 | -2
COC(=O)c1cccc(COC(=O)c2cc3ccccc3oc2=O)c1 | 29 | -3 | 0 | 1 | 2 | -1.7 | -2 | -2 | -1 | -2.7 | -9
C=CC[N@@+]12CC[C@]34c5ccccc5N5/C=C6\C7N(/C=C(\C53)[C@@H](C[C@@H]41)/C(=C/CO)C2)c1ccccc1[C@@]71CC[N@@+]2(CC=C)C/C(=C\CO)[C@@H]6C[C@@H]12 (some centres not stated) | x | 2 | 340 | -5 | 12 | -1.3 | 12 | -2 | -7 | -5.8 | 9
COc1ccc(/C=N/NC(=O)c2ccccc2F)cc1CN1CCN(c2ccc(F)cc2)CC1 | 1 | 0 | -5 | -1 | -6 | 0.5 | -2 | 4 | -87 | 0.3 | -10
O=C(NCCCc1ccccc1)C(=O)NCC1OCCN1S(=O)(=O)c1ccccc1 (configuration not stated) | -1 | -10 | -3 | 0 | -7 | 1.2 | 2 | -3 | 0 | 0.8 | -13
CS(=O)(=O)c1ccc2nnn(OCC(=O)Nc3ccc(Br)cc3Br)c2c1 | -9 | -17 | -7 | 3 | -5 | 0.5 | -12 | -2 | x | -1.1 | -7
O=C(Cc1ccccc1)Nc1ccc2oc(=O)ccc2c1 | -1 | -19 | -2 | 2 | 13 | 0.8 | -3 | 5 | -9 | -2.2 | 2
NC(=S)NN=C1C=CCCC1 | 25 | -1 | x | -1 | -4 | -0.2 | -4 | 2 | 19 | -2.8 | -13
CCN(C1CCCCC1)S(=O)(=O)c1ccc(C(=O)O)cc1 | 6 | -2 | -4 | 1 | 1 | 2.7 | 2 | 3 | -9 | 0.0 | -6
CCOC(=O)CSc1nnc(-c2cccc(Cl)c2)n1CC | x | -2 | -2 | 8 | 4 | -0.3 | 4 | -7 | x | 1.4 | -3
COC(=O)c1ccc(N2CCN(C)CC2)c(NC(=O)COc2ccccc2Cl)c1 | 4 | -8 | -17 | -3 | 7 | 1.0 | 1 | 0 | 4 | -2.2 | -6
O=C(CN1CCOCC1)Nc1ccc(Oc2ccccc2)cc1 | 53* | -1 | -9 | 0 | 3 | -0.2 | 3 | -4 | 68 | -1.2 | -14
